# RTF Ca sens act: cardiac RTF calcium sensitivity activators, primary screen, biochemical, IANBD-TnC fluorescence, EC20 calcium; Troponin I, cardiac muscle (Homo sapiens) + Troponin T, cardiac muscle (Homo sapiens) + …; IANBD-labeled TnC RTF fluorescence at EC20 calcium; 0% EC20 calcium, 100% full calcium; activation, % at 7.2 µM; hit rate 0.24% among 340,000;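 active = activation above the mean over all tested compounds plus 3 SD, cut at about 30% in these data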;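 note: rise in fluorescence read as greater calcium sensitivity of cardiac thin filaments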
# CAL PDZ FP-1: untagged CAL PDZ binding inhibitors, primary screen, biochemical, fluorescence polarization, HTS. Golgi-associated PDZ and coiled-coil motif-containing protein (Homo sapiens), Q9HD26. purified CAL PDZ, TMR-peptide fluorescence polarization, 1 h. inhibition, % at 24.9 µM. hit rate 0.92% among 300,000. AID 602252, 2012;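 active = mean inhibition of at least 30% with at least half of replicates also reaching 30%; inconclusive = no clear call, values can overlap the other calls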;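 note: 0% = DMSO neutral control and 100% = excess unlabeled competitor peptide PRC23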
# dFosB act: activators of delta FosB homodimer, primary screen, biochemical, fluorescence polarization, TAMRA-CDK5 oligo, single point; activation, % at 25 µM; hit rate 0.99% among 340,000; purified delta FosB; percent of positive-control signal above neutral wells; Protein FosB (Mus musculus), P13346;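 active = mean activation above about 17%, with every replicate also reaching it, limit read from the data, passing the limit was not always enough; inconclusive = only one of the two conditions met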;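 note: fluorescence polarization rise as delta FosB binds a TAMRA Cdk5 AP-1 oligo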
# Target sequence (P13346 whole entry, looked up): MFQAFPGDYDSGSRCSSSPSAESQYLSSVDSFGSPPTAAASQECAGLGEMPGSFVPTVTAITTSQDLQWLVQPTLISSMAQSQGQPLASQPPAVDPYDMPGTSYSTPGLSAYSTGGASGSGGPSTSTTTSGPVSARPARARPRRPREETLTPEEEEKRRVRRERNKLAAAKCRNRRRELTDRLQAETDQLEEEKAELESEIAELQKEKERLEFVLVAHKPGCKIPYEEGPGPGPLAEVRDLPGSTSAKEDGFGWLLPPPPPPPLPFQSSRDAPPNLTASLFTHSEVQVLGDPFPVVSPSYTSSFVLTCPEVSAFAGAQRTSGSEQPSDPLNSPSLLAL
# V-ATPase pHluor: regulators of yeast V-ATPase proton pumping, primary screen, pHLuorin cytosolic pH fluorescence | hit rate 0.37% among 350,000 | S. cerevisiae | response, % at 10 µM | AID 504577, 2011; in the data active = response mostly above about 7.3%, no sharp cut-off; inactive = mostly below about 5.4%; note: actives read high; inactives centre near 0; some compounds called inactive have numbers as strong as hits; reference of the scale not given here
# Wnt bcat act: Wnt/beta-catenin pathway activators, primary screen, cell-based, plate reader, single point. Wnt/beta-catenin reporter cell assay, activator. activation, % at 9.35 µM. hit rate 1.2% among 300,000. AID 743398, 2014; in the data active = activation above about 30%, passing the limit was not always enough; inconclusive = no clear call, values can overlap the other calls;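 note: 0% = neutral control wells and 100% = positive control wells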
# Rtt109 Vps75: inhibitors of C. albicans Rtt109/Vps75 HAT, primary screen, biochemical, ThioGlo CoA-SH fluorescence, plate reader; Histone acetyltransferase RTT109 (Candida albicans (strain SC5314 / ATCC MYA-2876)), …; purified Rtt109/Vps75, 4 h; inhibition, % at 34.9 µM; hit rate 0.16% among 330,000;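 active = inhibition of at least 50% in every replicate; inconclusive = best replicate reaches 50% inhibition but some replicates fall short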
# CAL PDZ FP-2: CAL PDZ peptide-binding inhibitors, primary screen, biochemical, fluorescence polarization, Cer-tagged CAL PDZ, HTS; Golgi-associated PDZ and coiled-coil motif-containing protein (Homo sapiens), Q9HD26; purified CAL PDZ, TMR-peptide fluorescence polarization, 1 h; inhibition, % at 20 µM; hit rate 0.02% among 330,000; AID 504414, 2011;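 active = highest replicate inhibition of at least 40%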;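 note: plate controls were DMSO neutral control wells for no effect and unlabeled competitor peptide control wells for full effect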
#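 System: purified tagged CAL PDZ domain construct (CerCALP). Schedule: 1 h incubation at room temperature before polarization reading. Medium: 25 mM sodium phosphate pH 7.4, 150 mM NaCl, TCEP, IgG, Thesit. Read-out: percent inhibition from loss of millipolarization. Measured by: FP readout, S and P plane fluorescence. Probe or stimulus: fluorescent TMR peptide probe.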
# Tat export inh: E. coli Tat export inhibitors, primary screen, MC4100, TorA-mCherry reporter, fluorescence, single point; AID 488895, 2010; hit rate 0.036% among 340,000; inhibition, % at 10 µM;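 active = mean replicate inhibition at least 50% and at least half of replicates individually reaching 50%; inconclusive = only one of the two criteria met; inactive = neither criterion met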;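 note: exported cargo escapes ClpAP degradation while cytoplasmic cargo is degraded and loses fluorescence; 0% = median of neutral control wells and 100% = median of NaSCN control wells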
# CDK5 inh: inhibitors of human CDK5/p35 kinase, primary screen, biochemical, single concentration. Cyclin-dependent kinase 5 (Homo sapiens) + Cyclin-dependent kinase 5 activator 1 (Homo …. hit rate 0.01% among 330,000. inhibition, % at 10 µM. Recombinant CDK5/p35, ADP-Glo luminescence, 60 min;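 active = highest replicate inhibition of at least 50% and at least 75% of replicates reaching 50%; inconclusive = only one of the two criteria met; inactive = both criteria failed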;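 note: plate controls were DMSO neutral control for no effect and GW8510 at 10 µM for full effect; many of its hits are not listed in these tables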
# Target sequence (Q00535 whole entry, looked up): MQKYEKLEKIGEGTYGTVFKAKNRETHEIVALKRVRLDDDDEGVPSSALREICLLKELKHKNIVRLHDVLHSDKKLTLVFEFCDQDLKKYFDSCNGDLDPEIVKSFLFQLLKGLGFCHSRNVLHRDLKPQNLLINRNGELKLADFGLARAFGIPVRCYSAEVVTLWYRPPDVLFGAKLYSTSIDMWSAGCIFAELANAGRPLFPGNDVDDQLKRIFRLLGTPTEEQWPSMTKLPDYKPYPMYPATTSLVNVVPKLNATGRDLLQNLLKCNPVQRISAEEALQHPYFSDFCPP
# Target sequence (Q15078 whole entry, looked up): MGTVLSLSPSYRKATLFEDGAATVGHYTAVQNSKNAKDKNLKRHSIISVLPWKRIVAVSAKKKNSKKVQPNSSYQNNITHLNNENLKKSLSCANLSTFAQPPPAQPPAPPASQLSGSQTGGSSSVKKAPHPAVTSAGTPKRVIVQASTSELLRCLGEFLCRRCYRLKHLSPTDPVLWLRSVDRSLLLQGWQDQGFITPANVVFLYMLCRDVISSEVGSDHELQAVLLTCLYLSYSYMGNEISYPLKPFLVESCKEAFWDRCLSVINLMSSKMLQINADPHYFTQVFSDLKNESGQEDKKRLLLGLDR
# MITF act: activators of MITF-driven TRPM1 promoter reporter, primary screen, cell-based, SK-MEL-5, luciferase, single point; activation, % at 12.5 µM; hit rate 0.75% among 300,000; SK-MEL-5 TRPM1-promoter luciferase, 24 h; % of positive control, neutral wells = 0;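 active = mean activation of at least 80% with every replicate also reaching 80%; inconclusive = mean reaches 80% but some replicate falls short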;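 note: 0% = neutral control wells and 100% = parthenolide positive control wells; values of inactives mirror those of a sister screen read the other way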
# An asterisk follows results filed as active; ? = inconclusive; . = not tested or not shown.
SMILES,RTF Ca sens act,CAL PDZ FP-1,dFosB act,V-ATPase pHluor,Wnt bcat act,Rtt109 Vps75,CAL PDZ FP-2,Tat export inh,CDK5 inh,MITF act
CCOc1ccc(NC(=O)c2c(NC(=O)CNCCN3CCOCC3)sc3c2CCC3)cc1,-1,-2,-6,2,-3,6,-2.7,-4,2.3,-18
CC/C(=N\NC(=O)c1ccc(N2CCCC2=O)cc1)c1ccccc1,6,0,-3,0,-1,-3,-1.6,-10,0.7,.
C/C(=N/Nc1ccc(C)cc1)C1(C)N(O)C(C)(C)C(c2ccco2)=[N+]1[O-] (stereo unspecified),-6,8,-3,-1,12,-2,-0.9,3,0.9,-2
COc1ccc(/C=N/NC(=O)CNC(=O)C2COc3ccccc3O2)cc1OC (stereo unspecified),4,1,8,6,-1,-1,-2.7,7,-1.3,76
COc1ccc(C(OC(=O)c2ccco2)C(=O)NC(C)(C)C)cc1OC (stereo unspecified),-1,1,2,-1,-1,0,0.2,8,1.0,.
O=C(Nc1ccc(Oc2cccc3ccccc23)cc1)c1ccco1,-5,-4,-4,0,-5,-1,-0.9,2,0.2,-16
CCc1nnc(NC(=O)CSc2nnc(-c3c[nH]c4ccccc34)n2CCOC)s1,2,.,-1,3,.,-6,-4.3,4,-12,-3
CC(NC(=O)OCc1ccccc1)C(=O)N1CC(O)CC1C(=O)O (stereo unspecified),8,0,5,1,2,-1,-1.3,5,-0.6,9
O=C(CN1C(=O)/C(=C2/SC(=S)N(CCS(=O)(=O)O)C2=O)c2ccccc21)Nc1cccc(Br)c1,-4,15,2,-1,-3,4,2.8,-5,1.0,4
CCCC(=O)c1cc2ccccc2oc1=O,0,2,3,4,.,-5,-0.5,-2,-1.7,9
Cc1nc2ccc([N+](=O)[O-])cc2c(=O)n1Cc1cccc(F)c1,13,-4,-3,0,-1,-2,.,-12,-0.4,-11
CCOc1ccc(C(=O)NC(=S)Nc2ccc(N3CCCCC3)cc2)cc1[N+](=O)[O-],-4,-1,-3,0,1,-11,-2.3,0,0.1,1
NC(=O)c1cccc(CC(=O)c2ccccc2)c1,-2,.,0,1,1,-7,-1.3,-1,1.3,-9
COc1ccc(CNC(=O)COC(=O)CC2CCCC2)cc1,-6,-1,-1,.,-5,.,-1.9,1,4.6,-12
CC(OC(=O)c1cccc(-n2cnnn2)c1)C(=O)Nc1ccc(N(C)C)cc1 (stereo unspecified),-4,-4,-16,8,2,3,-2.3,3,-1.1,2
CNS(=O)(=O)c1ccc2nc(NC(=O)c3ccc(N4C(=O)CCC4=O)cc3)sc2c1,-3,.,-6,0,-1,3,-1.0,0,1.2,5
CCOc1ccccc1NC(=O)N1CCC(C(=O)c2ccc(F)cc2)CC1,0,-4,-6,-1,-1,1,-0.3,5,-0.9,.
Cc1ccc(/C=C2\SC(=S)N(C3CCS(=O)(=O)C3)C2=O)cc1 (stereo unspecified),5,.,-6,-1,2,-4,-0.8,4,2.1,3
C1=CCC(CN2CCNCC2)CC1 (stereo unspecified),-6,1,2,-2,-14,1,0.2,-3,0.9,3
O=C(NC(Cc1ccccc1)C(=O)Oc1ccc2c(C(F)(F)F)cc(=O)oc2c1)OCc1ccccc1 (stereo unspecified),0,-2,-10,1,.,2,-0.3,4,1.3,6
O=C(NCc1ccccc1)c1ccc(CS(=O)(=O)c2ccccc2)o1,-2,8,-6,3,.,2,-1.2,?,0.1,-9
CCCc1ccccc1OCCNC(C)=O,3,-1,7,-1,.,7,-4.0,2,-1.8,13
Cc1cccc(NC(=O)CSc2nc(=O)n(CCCN3CCOCC3)c3c2CCCC3)c1,-9,48*,-1,-5,-1,6,-1.3,2,-0.1,-9
O=C(Nc1ccc(Cl)cn1)c1cccnc1,4,-2,3,-1,.,3,0.6,-3,-2.7,26
Cc1ccc(C(=O)C(C)OC(=O)CNS(=O)(=O)c2ccc(C)cc2)cc1 (stereo unspecified),1,-1,-3,-2,1,8,-0.5,9,1.1,2

# Some of the entries above in a different format.
> COc1ccc(C(OC(=O)c2ccco2)C(=O)NC(C)(C)C)cc1OC (stereo unspecified)
  RTF Ca sens act: -1
  CAL PDZ FP-1: 1
  dFosB act: 2
  V-ATPase pHluor: -1
  Wnt bcat act: -1
  Rtt109 Vps75: 0
  CAL PDZ FP-2: 0.2
  Tat export inh: 8
  CDK5 inh: 1.0
  MITF act: .

> O=C(Nc1ccc(Oc2cccc3ccccc23)cc1)c1ccco1
  RTF Ca sens act: -5
  CAL PDZ FP-1: -4
  dFosB act: -4
  V-ATPase pHluor: 0
  Wnt bcat act: -5
  Rtt109 Vps75: -1
  CAL PDZ FP-2: -0.9
  Tat export inh: 2
  CDK5 inh: 0.2
  MITF act: -16

# The listing continues.
SMILES,RTF Ca sens act,CAL PDZ FP-1,dFosB act,V-ATPase pHluor,Wnt bcat act,Rtt109 Vps75,CAL PDZ FP-2,Tat export inh,CDK5 inh,MITF act
CC(=O)Nc1sc(N/N=C\c2ccco2)nc1-c1cccs1,-3,-2,-1,-1,-1,6,0.4,-11,0.7,19
CCN(CC)S(=O)(=O)c1ccc(Cl)c(C(=O)NC2CCN(Cc3ccccc3)CC2)c1,2,-3,-4,2,2,4,-1.7,-4,1.4,-10
Cc1ccc(C(=O)CN(C(=O)c2ccc(Cl)c(Cl)c2)N2C(=O)C3CCCCC3C2=O)cc1C (stereo unspecified),2,.,4,-3,.,-4,-0.6,-6,0.5,9
Cc1c(Cl)cccc1NC(=S)Nc1ccc(S(=O)(=O)Nc2ncccn2)cc1,-1,-1,2,-3,11,-3,0.5,-14,4.5,8
CCOc1ccc(/C=N/NC2=NCCCCC2)cc1,4,5,0,-2,-2,-29,-0.3,-12,-0.8,15
O=C(CN1C(=O)NC2(CCc3ccccc32)C1=O)Nc1cccc(Cl)c1 (stereo unspecified),10,-3,-2,2,-7,-1,-0.8,-2,-4.7,-2
COc1ccc(C(=O)NC(=S)N(C)Cc2ccccc2)cc1Br,-1,-4,-3,-2,-2,-13,-2.7,0,-3.0,-9
CC(C)c1nnc(NC(=O)C2CCCN2C(=O)Nc2cccc(Cl)c2)s1 (stereo unspecified),2,0,-10,-1,-1,-8,-2.6,-9,0.7,-1
CC(=O)Nc1ccc(NC(=O)c2ccccc2CC[N+](=O)[O-])cc1,-2,-9,-4,-4,-1,9,-0.6,1,0.2,11
COc1ccc(CC(=O)OCC(=O)Nc2ncc(Cl)cc2Cl)cc1OC,1,-4,0,8,.,8,0.2,-2,2.5,-10
COCc1cc(C)nc(SCC(=O)Oc2ccccc2)c1C#N,-1,-5,3,0,0,10,1.6,16,3.1,1
Cc1cccc(C)c1NC(=O)Cn1nnc(-c2ccc(N3CCOCC3)cc2)n1,3,1,1,-3,-7,-3,-0.2,-9,-0.7,18
O=Cc1ccc(Oc2ccc(F)cc2)nc1,3,0,-4,1,0,-5,-2.2,2,1.1,17
NC(=O)c1ccc(=O)n(Cc2ccc(Cl)cc2Cl)c1,1,-5,-9,2,0,-10,-0.1,-8,-0.2,3
C#CCOC(=O)C1C2C=CC(C2)C1C(=O)O (stereo unspecified),5,-3,-2,0,1,12,-1.9,-2,4.2,-3
CN(CC(=O)Nc1ccc(Cl)c(C(F)(F)F)c1)C(=O)CCCNC(=O)c1ccc(Cl)cc1,4,-2,-9,-1,9,5,-1.1,2,0.8,31
OC(CSc1ccccc1)CN1CCN(c2ccccc2)CC1 (stereo unspecified),4,-1,0,1,-2,2,3.2,5,-7.0,-12
O=C(CCCn1c(=S)[nH]c2cc3c(cc2c1=O)OCO3)N1CCN(c2ncccn2)CC1,5,7,-14,0,.,-3,-4.9,-1,-2.6,0
O=C(Nc1cc2c(cc1C(=O)O)OCCCO2)c1ccc(F)cc1F,-4,-5,-1,-2,3,1,-3.3,4,-1.8,17
O=C(Nc1ccccc1)C(=O)Nc1ccccn1,-2,0,1,-5,16,.,-1.7,-2,5.8,-11
COc1ccccc1CNC(=O)CSc1ccc(-c2cccs2)nn1,0,-8,2,-1,0,-3,-1.0,-5,0.2,-15
CN(CCc1ccccn1)C(=O)c1cccnc1Oc1ccc(Cl)cc1,5,0,-12,-3,0,-16,0.7,-3,1.3,2
O=C1CCN(S(=O)(=O)c2ccccc2)CCN1CCOCc1ccc(Cl)cc1,0,-1,-7,2,-4,1,-0.8,-10,1.5,-2
CC1CN(C(=O)c2ccc(S(=O)(=O)Nc3ccccc3F)cc2)CC(C)O1 (stereo unspecified),1,1,-6,0,6,-2,-2.1,12,-0.7,-3
CCCC1OC(c2ccco2)OCC1CC (stereo unspecified),-5,.,-6,-3,-4,10,0.2,27,0.9,-2
COc1ccc(NC(=O)/C(C#N)=C/c2ccc3c(c2)n(C)c(=O)n3C)cc1,1,0,1,-19,.,0,0.4,0,-0.5,-8

# Two entries from above, bar-delimited:
compound | RTF Ca sens act | CAL PDZ FP-1 | dFosB act | V-ATPase pHluor | Wnt bcat act | Rtt109 Vps75 | CAL PDZ FP-2 | Tat export inh | CDK5 inh | MITF act
CN(CCc1ccccn1)C(=O)c1cccnc1Oc1ccc(Cl)cc1 | 5 | 0 | -12 | -3 | 0 | -16 | 0.7 | -3 | 1.3 | 2
CCOc1ccc(/C=N/NC2=NCCCCC2)cc1 | 4 | 5 | 0 | -2 | -2 | -29 | -0.3 | -12 | -0.8 | 15

# Ordered by count of non-hydrogen atoms (ascending): some entries from above.
SMILES,RTF Ca sens act,CAL PDZ FP-1,dFosB act,V-ATPase pHluor,Wnt bcat act,Rtt109 Vps75,CAL PDZ FP-2,Tat export inh,CDK5 inh,MITF act
O=Cc1ccc(Oc2ccc(F)cc2)nc1,3,0,-4,1,0,-5,-2.2,2,1.1,17
CCOc1ccc(/C=N/NC2=NCCCCC2)cc1,4,5,0,-2,-2,-29,-0.3,-12,-0.8,15
COCc1cc(C)nc(SCC(=O)Oc2ccccc2)c1C#N,-1,-5,3,0,0,10,1.6,16,3.1,1
Cc1c(Cl)cccc1NC(=S)Nc1ccc(S(=O)(=O)Nc2ncccn2)cc1,-1,-1,2,-3,11,-3,0.5,-14,4.5,8
Cc1cccc(C)c1NC(=O)Cn1nnc(-c2ccc(N3CCOCC3)cc2)n1,3,1,1,-3,-7,-3,-0.2,-9,-0.7,18
